# From PubChem BioAssay
# West Nile virus CPE – West Nile virus antiviral activity, cell-based, CPE readout (AID 1621); West Nile virus-infected cells, CPE inhibition; higher % means a stronger effect; one-dose CPE inhibition, % at 10 µM; IC50 in µM for titrated hits; actives 0.02% (n = 290,000); in the data active = a potency from the dose series; inconclusive = CPE inhibition mostly from about 3.7% at the one dose, without a potency; inactive = the rest, 99 in 100 with CPE inhibition below about 2.2%; also: strong numbers were not always called active
# WT yeast gro inh – growth inhibition of WT yeast, mitochondrial fusion screen; actives 2.1% (n = 190,000); inhibition, % at 10 µM; mitochondrial fusion phenotypic screen, WT strain; AID 1362; in the data active = inhibition above about 58%; tested in S. cerevisiae
# b-catenin transl – alters nuclear translocation of beta-catenin in HeLa cells | immunofluorescence imaging | nuclear translocation activity, % at 5 µM | actives 0.3% (n = 190,000);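 active = nuclear translocation activity above 50% at 5 µM, with a well cell count of 50 or more; inconclusive = wells under 50 cells across six images, flagged as toxic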;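 also: per-cell ratio of nuclear to cytoplasmic median beta-catenin stain intensity; plate controls were DMSO negative control for no effect and GSK-3 inhibitor IX positive control for full effect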
#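 Test system: HeLa cells, endogenous beta-catenin; Compound: single 5 µM dose plus 0.02–20 µM confirmation series; Times: compound exposure 24 h at 37°C; Signal: fluorescence imaging of beta-catenin antibody stain plus DAPI; Read-out: % activation, nuclear-to-cytoplasmic median beta-catenin signal ratio per cell.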
# T cell HTS – modulates CD8 T cell binding to vesicles; 2C CD8+ T cell-vesicle binding, flow cytometry; stronger effect = lower value; calls only at 7 µM; actives 0.068% (n = 330,000);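 active = response, share of CD8 T cells binding vesicles, and their 90th percentile fluorescence all below set limits, cut at about 80% in these data, passing the limit was not always enough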
#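 Test system: purified 2C TCR transgenic mouse naive CD8+ T cells. Probe or stimulus: QL9-peptide-loaded Drosophila micro-vesicles bearing Ld, ICAM-1 and B7-1. Incubation: binding step 1.5 h, 37 °C, antibody labelling 20 min, ice. Measured by: flow cytometry of vesicle-bound cells.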
# Lipid droplet – hepatic lipid droplet formation modulation; AML12 mouse hepatocytes, oleate lipid droplets, BODIPY imaging; inhibition, % at 6.5 µM; actives 0.4% (n = 240,000);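 active = lipid droplet intensity inhibited by at least 50%, with more than 500 cells counted; inconclusive = wells with under 300 cells, treated as cytotoxic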
#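 System: AML12 hepatocytes (mouse). Probe or stimulus: oleic acid at 100 µM to induce lipid droplet formation. Times: overnight treatment with compound plus oleate. Detection: Image-based BODIPY and DAPI two-channel analysis. Evaluation: percent inhibition of filter-corrected integrated lipid droplet intensity per well.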
# Insulin prom up – MIN6 insulin promoter up-regulation; MIN6 insulin promoter-GFP reporter, high-content imaging; stronger effect = higher value; AID 1625; actives 0.3% (n = 190,000); z-score at 5 µM;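 active = z-score above 3 at 5 µM with at least 500 cells counted in the well; inconclusive = wells under 500 cells, flagged as cytotoxic or low count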
# MT stabilizer – microtubule stabilizers in HeLa cells; % tubulin-high responders, % at 10 µM; HeLa tubulin immunostaining HCS, 24 h; share of cells brighter than vehicle mean+2SD; actives 0.83% (n = 200,000); AID 2205;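 active = plate Z-score above 3 for both tubulin-high and condensed-nucleus cell shares, with cell loss under 80%, at 10 µM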;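 also: anti alpha tubulin signal scored within the nucleus-defined area of each cell; some results filed as inactive read as strong as hits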
# Autophagy HCS – alters autophagy in cells; MEF GFP-LC3 puncta imaging; test concentration mostly 10 µM; calls only at 10 µM (by protocol); actives 0.98% (n = 190,000); AID 463193;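 active = percentage of spot-positive cells more than 3 SD above its plate mean, without a fluorescence outlier flag or 80% toxicity; inconclusive = no clear call, values can overlap the other calls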;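 also: spot-positive cell cutoff set from DMSO-treated cells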
# Myeloid diff 2 – promotes myeloid progenitor differentiation; AID 624256; actives 1% (n = 360,000); ER-HoxA9 myeloid progenitors, lysozyme-GFP differentiation, flow cytometry; calls only at 10 µM;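 active = normalized GFP-positive differentiation at or above the plate's own cutoff, the solvent-only control mean plus 3 SD; inconclusive = no clear call, values can overlap the other calls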;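 also: cells exposed to compound for four days before flow analysis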
# WT yeast gro inh mutant strain – further read-out of WT yeast gro inh, marked with its call; inhibition, %; mitochondrial fusion phenotypic screen, mutant strain inhibition
# Insulin prom up cell count – also measured in Insulin prom up; calls as there; cell count; measured here: cytotoxicity, nuclei count;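 total cells summed across four imaged fields per well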
# Lipid droplet cells 6.5 µM – second read-out of Lipid droplet, no call of its own (marks repeat the call); cell count; measured here: cell count, cytotoxicity flag;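 cells counted across two imaged fields per well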
# b-catenin transl cell count 5 µM – second read-out of b-catenin transl, no call of its own (marks repeat the call); cell count; measured here: cell count, cytotoxicity flag
# T cell HTS vesicle-bound % – second read-out of T cell HTS, no call of its own (marks repeat the call); double positive events, %; measured here: CD8+ vesicle-bound cell fraction;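 binding gate set so that unloaded-vesicle control wells show 10% double positive cells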
# MT stabilizer Hoechst-high % – also measured in MT stabilizer; calls as there; % Hoechst-high responders; measured here: nuclear condensation Hoechst responders;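 share of cells brighter than vehicle mean plus two SD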
# MT stabilizer cytotoxicity % – also measured in MT stabilizer; calls as there; toxicity, %; measured here: cytotoxicity by cell density;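 0% = mean cell density of plate MIN control wells and 100% = no cells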
# Autophagy HCS cell loss 18 h – further read-out of Autophagy HCS, marked with its call; toxicity, %; measured here: cell loss, nuclei count;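 cell loss after 18 h compound exposure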
# Myeloid diff 2 GFP+ MAC1+ % – further read-out of Myeloid diff 2, marked with its call; GFP+ MAC1+ double positive, %; measured here: differentiation confirmed by MAC1 staining
# * hit, by the source's call; i = inactive; ? = inconclusive; / = not tested or not shown.
# Preview (9 entries):
SMILES,West Nile virus CPE,WT yeast gro inh,WT yeast gro inh mutant strain,b-catenin transl,b-catenin transl cell count 5 µM,T cell HTS,T cell HTS vesicle-bound %,Lipid droplet,Lipid droplet cells 6.5 µM,Insulin prom up,Insulin prom up cell count,MT stabilizer,MT stabilizer Hoechst-high %,MT stabilizer cytotoxicity %,Autophagy HCS,Autophagy HCS cell loss 18 h,Myeloid diff 2,Myeloid diff 2 GFP+ MAC1+ %
COc1ccc(C2/C(=C(\O)c3ccc(OC)c(Cl)c3)C(=O)C(=O)N2CCN(C)C)cc1 (stereo not drawn),-0.2%,-7,7,/,/,i,51,/,/,/,/,5.7,2.5,15,i,-31,i,0.8
Cc1cc(C)cc(NC(=O)COc2ccc(C(=S)N3CCOCC3)cc2)c1,-0.2%,12,4,-3.8,1085,i,55,18,664,0.27,1562,3.7,2.4,7.9,i,8,i,0.2
CCCNC(=O)C1CCN(S(=O)(=O)c2ccc3[nH]c(=O)ccc3c2)CC1,-0.5%,/,/,/,/,i,32,-1,719,/,/,/,/,/,/,/,i,1.7
COc1ccccc1N1CCN(C(=O)CNC(=O)c2ccc(Cl)cc2Cl)CC1,-0.8%,/,/,/,/,i,24,-13,746,/,/,/,/,/,/,/,i,1.2
CCOc1cc2[nH]c(=O)n(Cc3ccc(C(=O)NCCCN4CCC(C)CC4)cc3)c(=O)c2cc1OCC,0.3%,-6,-7,-0.6,1076,i,37,13,705,0.17,1362,3.0,2.8,7.1,i,23,i,0.5
Cc1ccc(C(Sc2ccccc2)C(Cn2cncn2)C(=O)c2ccccc2)cc1 (stereo not drawn),2.0%,25,34,1.8,1116,i,13,-9,762,0.03,774,3.7,3.3,6.2,i,-32,i,1.0
CCC(C)N(CCNC(=O)CC1Oc2ccccc2NC1=O)C1CCCCC1 (stereo not drawn),-0.2%,8,21,/,/,i,58,/,/,-1.3,1020,5.7,1.5,9.3,i,9,i,2.2
O=C(CCn1ccnc1)Nc1ccc2ccccc2c1,-0.2%,-7,2,-3.3,1104,i,32,0,647,0.85,1044,3.4,1.7,5.5,i,15,i,0.7
CSCCC(NS(=O)(=O)c1ccc2c(c1)oc(=O)n2C)C(=O)NCc1ccc(C)cc1 (stereo not drawn),-0.2%,/,/,0.3,1267,i,31,8,696,-0.4,1059,/,/,/,/,/,i,0.2

# Main list (from the top)
SMILES,West Nile virus CPE,WT yeast gro inh,WT yeast gro inh mutant strain,b-catenin transl,b-catenin transl cell count 5 µM,T cell HTS,T cell HTS vesicle-bound %,Lipid droplet,Lipid droplet cells 6.5 µM,Insulin prom up,Insulin prom up cell count,MT stabilizer,MT stabilizer Hoechst-high %,MT stabilizer cytotoxicity %,Autophagy HCS,Autophagy HCS cell loss 18 h,Myeloid diff 2,Myeloid diff 2 GFP+ MAC1+ %
COc1ccc(C2/C(=C(\O)c3ccc(OC)c(Cl)c3)C(=O)C(=O)N2CCN(C)C)cc1 (stereo not drawn),-0.2%,-7,7,/,/,i,51,/,/,/,/,5.7,2.5,15,i,-31,i,0.8
Cc1cc(C)cc(NC(=O)COc2ccc(C(=S)N3CCOCC3)cc2)c1,-0.2%,12,4,-3.8,1085,i,55,18,664,0.27,1562,3.7,2.4,7.9,i,8,i,0.2
CCCNC(=O)C1CCN(S(=O)(=O)c2ccc3[nH]c(=O)ccc3c2)CC1,-0.5%,/,/,/,/,i,32,-1,719,/,/,/,/,/,/,/,i,1.7
COc1ccccc1N1CCN(C(=O)CNC(=O)c2ccc(Cl)cc2Cl)CC1,-0.8%,/,/,/,/,i,24,-13,746,/,/,/,/,/,/,/,i,1.2
CCOc1cc2[nH]c(=O)n(Cc3ccc(C(=O)NCCCN4CCC(C)CC4)cc3)c(=O)c2cc1OCC,0.3%,-6,-7,-0.6,1076,i,37,13,705,0.17,1362,3.0,2.8,7.1,i,23,i,0.5
Cc1ccc(C(Sc2ccccc2)C(Cn2cncn2)C(=O)c2ccccc2)cc1 (stereo not drawn),2.0%,25,34,1.8,1116,i,13,-9,762,0.03,774,3.7,3.3,6.2,i,-32,i,1.0
CCC(C)N(CCNC(=O)CC1Oc2ccccc2NC1=O)C1CCCCC1 (stereo not drawn),-0.2%,8,21,/,/,i,58,/,/,-1.3,1020,5.7,1.5,9.3,i,9,i,2.2
O=C(CCn1ccnc1)Nc1ccc2ccccc2c1,-0.2%,-7,2,-3.3,1104,i,32,0,647,0.85,1044,3.4,1.7,5.5,i,15,i,0.7
CSCCC(NS(=O)(=O)c1ccc2c(c1)oc(=O)n2C)C(=O)NCc1ccc(C)cc1 (stereo not drawn),-0.2%,/,/,0.3,1267,i,31,8,696,-0.4,1059,/,/,/,/,/,i,0.2
Cc1cc([N+](=O)[O-])nn1CCCC(=O)Nc1cccc(Cl)c1Cl,-1.3%,18,-1,0.6,1098,i,14,0,675,-0.44,1227,5.9,1.1,2.6,i,-15,i,0.2
O=C(NC1CCCC1)c1ccc(CS(=O)(=O)Cc2ccccc2F)o1,-0.2%,/,/,/,/,i,41,16,703,/,/,/,/,/,/,/,i,4.6
COc1ccccc1S(=O)(=O)Cc1ccc(C(=O)NCc2ccco2)o1,0.4%,/,/,/,/,i,2,0,636,/,/,/,/,/,/,/,i,1.2
COc1ccccc1N1CCN(/N=C/c2ccc(O)cc2O)CC1,0.1%,/,/,/,/,i,56,0,780,/,/,/,/,/,/,/,i,0.8
COCCn1c(C)cc(/C=N/NC(=O)c2cccnc2)c1C,0.2%,-1,6,-1.7,1068,i,22,7,645,0.53,1597,2.4,1.9,9.6,i,-24,i,0.2
COC(=O)c1ccccc1NC(=O)c1cc2ccccc2o1,-1.0%,/,/,/,/,i,53,2,435,/,/,/,/,/,/,/,i,0.4
COCCN=c1scc(-c2cccs2)n1/N=C(\C)c1ccco1,-0.6%,13,-15,0.7,1064,i,22,-3,650,-0.68,1243,1.6,2.0,2.2,i,-1,i,0.4
COC(=O)c1cnc(NNS(=O)(=O)c2ccc(Cl)cc2)nc1C(F)(F)F,0.0%,/,/,0.3,1275,i,10,11,673,-0.07,1106,/,/,/,/,/,i,0.4
C/C(=N\OC(=O)c1ccc(C)cc1)c1c(C)nc2cc(C)ccn12,-0.3%,-2,-1,-1.8,1069,i,40,-2,701,-0.16,1223,1.5,2.2,8.0,i,-11,i,0.3
CCN(CC)C(=S)SCC(=O)Nc1nc(=O)c2ccccc2s1,-0.6%,-10,-16,0.2,949,i,40,?,/,0.37,1298,3.8,3.4,10,i,-23,i,0.3
COc1ccc(CN(CC(=O)NC2CCCC2)C(=O)CCC(=O)Nc2nccs2)cc1,-0.8%,/,/,/,/,i,10,8,752,/,/,/,/,/,/,/,i,2.2
Cc1ccc(-c2cc(N)on2)cc1,0.1%,16,6,0.2,1087,i,49,5,654,0.19,1424,6.5,2.0,2.4,i,0,i,0.5
CN(C)CCCN(C(=O)COc1ccccc1)c1nc2c(Cl)cccc2s1,0.4%,-6,13,0.0,1060,i,23,0,693,0.04,1310,5.7,1.4,9.6,i,-3,i,0.2
CN(CCc1ccccn1)C(=O)c1cccnc1Oc1ccccc1,0.3%,/,/,-0.4,1339,/,/,16,665,-0.31,1112,/,/,/,/,/,i,0.4
Cc1ccccc1-c1nc(CS(=O)(=O)CC(=O)NCc2ccco2)c(C)o1,-0.6%,/,/,/,/,i,0,0,767,/,/,/,/,/,/,/,i,4.5
COc1ccc(C[C@H]2CN3C(=NC[C@@H]3Cc3ccccc3)N2C[C@H](C)NC(=O)CCC2CCCCC2)cc1,-0.7%,/,/,-0.6,1058,/,/,38,658,?,/,/,/,/,/,/,/,/
SMILES,West Nile virus CPE,WT yeast gro inh,WT yeast gro inh mutant strain,b-catenin transl,b-catenin transl cell count 5 µM,T cell HTS,T cell HTS vesicle-bound %,Lipid droplet,Lipid droplet cells 6.5 µM,Insulin prom up,Insulin prom up cell count,MT stabilizer,MT stabilizer Hoechst-high %,MT stabilizer cytotoxicity %,Autophagy HCS,Autophagy HCS cell loss 18 h,Myeloid diff 2,Myeloid diff 2 GFP+ MAC1+ %
COC(=O)c1ccc(/C=N/NC(=O)CC(=O)NC(C)C)cc1,0.6%,0,5,0.6,1400,i,64,/,/,0.31,1515,1.8,1.9,6.5,i,26,i,6.4
COc1cccc(OC)c1C(=O)NNC(=O)c1cccc(COc2ccc3c(c2)CCC3)c1,/,0,-6,-2.7,995,i,52,/,/,-0.31,1307,1.1,1.6,12,i,-15,i,0.5
C=C(C)CNC(=S)NN=C1c2ccccc2-c2ccccc21,-0.6%,70*,67*,-2.1,1099,i,56,2,704,-0.74,1034,4.3,1.5,5.2,i,2,i,0.4
CC(C)NC(=O)/C(C#N)=C/c1ccc2c(c1)OCCO2,-0.4%,6,-4,-3.5,1170,i,47,14,638,-0.67,1504,3.0,3.2,8.1,i,8,i,0.6
Cc1ccc2nc(C)c(C(=O)N/N=C/c3ccco3)cc2c1,-0.6%,17,1,/,/,i,44,2,624,0.3,1366,1.7,1.9,0.1,i,9,i,0.3
O=C1C(=O)N(O)C2CCCCC2N1O (stereo not drawn),-0.5%,-6,-3,-0.1,914,i,7,21,580,/,/,5.5,2.0,6.2,i,-8,i,0.3
CCCCCCSc1nsc(NC(C)=O)n1,0.2%,6,-3,0.1,951,i,26,/,/,0.36,1368,3.6,3.0,2.1,i,-2,i,0.8
CC1=C(C(=O)Nc2ccc(C)cc2)C(c2cccs2)NC(=S)N1 (stereo not drawn),-0.7%,1,-4,-1.3,1183,i,27,-8,570,-0.87,1377,4.0,2.7,3.8,i,2,i,0.3
